N370S GC mod – N370S glucocerebrosidase modulation, Gaucher chaperone candidate; P04062; N370S GC spleen homogenate, 4MU-glucoside fluorescence; Potency, µM (series often up to 59.4 µM), for the others: at the highest dose activity change, negative = inhibition, actives largely listed as inhibitors; 0.092% of 330,000 active; AID 2101;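 note: 0% = full enzyme activity and -100% = no enzyme basal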
FEN1 inh – inhibitors of human flap endonuclease 1; P39748; Potency, µM (doses to about 114 µM), inactives show at the highest dose activity change, negative = inhibition, actives largely listed as inhibitors; 0.35% of 390,000 active; Recombinant FEN1 flap cleavage, fluorescence, 15 min; note: nearly all actives have a fitted effect of over 65% in size
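Reaction started by adding substrate (50 nM final) to 10 nM enzyme after 15 min room-temperature compound preincubation. Reads at 0 and 15 min, with data normalized and fitted to a four-parameter Hill equation.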
KAT2A inh – blocks human GCN5L2 histone acetyltransferase; AID 504327; 0.21% of 390,000 active; GCN5L2 HAT assay, ThioGlo1 CoA-SH fluorescence; Q92830; Potency, µM (titrated, usually from 58.9 µM), without a hit: top-dose activity change, negative = inhibition, most hits filed as inhibitors
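Fluorescence readout, Ex340nm/Em540nm: ThioGlo1 (50uM final) reacts with free CoA thiol released as 20nM GCN5L2 acetylates H3(1-25) peptide (75uM) using acetyl-CoA (70uM). Compound and enzyme sat 15 min beforehand; 20 min room-temperature reaction.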
An asterisk follows results filed as active; ? = inconclusive; . = no result given; & = joins results of further samples; [ ] = dose if it differs, or a comment. Calls come from the whole dose curve; as a rule, active = well fitted curve in the direction sought with a large enough effect; inconclusive = small, poorly fitted or top-dose-only effect, or another doubt; inactive = no such curve, though single readings can be large; an effect the other way counts as inactive or inconclusive. Unless noted, % is set by controls: 0 for no effect and ±100 for the full control effect; potency is the fitted concentration of half-maximal effect.

Results follow in this order: FEN1 inh | KAT2A inh | N370S GC mod
COc1cc(CNc2ccc(N3CCN(C(C)=O)CC3)cc2)ccc1OCc1ccccc1
  -1% | 29% | -27%
O=C(c1ccco1)N1CCN(S(=O)(=O)N2CCOCC2)CC1
  -7% | -23% | 6%
CS(=O)(=O)Nc1cccc2[nH]ncc12
  -1% | -3% | 2%
Cc1cccc(Cn2cc3c(=O)n(CC(=O)Nc4ccc(C)c(F)c4)nc-3c3cc(F)ccc32)c1
  -1% | -4% | .
CSc1cccc(NC(=O)c2ccc(NC3=NC4CS(=O)(=O)CC4S3)cc2)c1 (stereo not given)
  -15% | -17% | 3%
CC(=O)N1CCC2(CC1)C(C#N)=C(N)Oc1c2sc2nc(C)cc(C)c12
  -9% | -6% | 6%
CCCC1CC(C(=O)N[C@H](C(C)O)C2OC(SC)[C@@H](O)C(O)C2O)N(C)C1 (stereo not given in full)
  . | -4% | 11%
CCn1cc(C(=O)NCc2ccccn2)c(=O)c2cc(S(=O)(=O)N3CCCCC3)ccc21
  . | -4% | 12%
COc1cc(C#Cc2c(-c3cncn3C)n(C)c3ccc(-c4ccc(OC)nc4)cc23)cc(OC)c1
  -2% | -8% | .
COc1ccc(C2N(c3ccccc3)C(=S)N3CCCN23)cc1 (stereo not given)
  -2% | -1% | 11%

Sorted by the number under N370S GC mod (high to low): some entries from above
smiles,KAT2A inh,N370S GC mod
CCn1cc(C(=O)NCc2ccccn2)c(=O)c2cc(S(=O)(=O)N3CCCCC3)ccc21,-4%,12%
CCCC1CC(C(=O)N[C@H](C(C)O)C2OC(SC)[C@@H](O)C(O)C2O)N(C)C1 (stereo not given in full),-4%,11%
CS(=O)(=O)Nc1cccc2[nH]ncc12,-3%,2%

Next part:
Results follow in this order: FEN1 inh | KAT2A inh | N370S GC mod
COc1cccc(NC(=O)CNCc2ccccc2)c1
  -2% | -12% | -2%
CCOC(=O)CC(=O)CSc1nc2ccccc2c(=O)n1-c1ccc(C(=O)NCCOC)cc1
  -6%&1% | -13%&-1% | 5%
N#CC(c1ccccn1)(c1ncc(C(F)(F)F)cc1Cl)N1CCOCC1 (stereo not given)
  -3% | -1% | 1%
COCC(=O)N1CCC2(CCCN(c3cccc(-c4ccccc4)c3)C2)CC1
  . | -17% | -7%
COc1ccc(CCNC(=O)c2cc3ccccc3oc2=O)cc1
  5% | -4% | -20%
COC(=O)CNC(=O)COC(=O)C(Cc1ccccc1)NC(=O)c1ccco1 (stereo not given)
  -9% | -2% | 3%
Cc1[nH]n(-c2nc(-c3ccccc3)cc(=O)[nH]2)c(=O)c1CCO
  1% | -1% | -15%
CCc1nnc(SCC(=O)Nc2ccc3c(c2)OCO3)n1CC
  -8% | -6% | 0%
COc1ccc(C)cc1NC(=O)c1ccc2c(=O)n3c(nc2c1)CCCCC3
  -13%&14% | -8%&-1% | -4%
CCOc1ccc(/C=C/c2nc3ccccc3n2S(=O)(=O)c2cccc(Cl)c2)cc1
  -17% | -6% | .
CCCCSC(=O)Nc1ccccc1
  -9% | -5% | 12%
CCC(C)[C@H](NC(=O)NCc1cccs1)C(=O)O (stereo not given in full)
  1% | -8% | -4%
N=c1c(C(=O)NC2CCCCC2)cc2c(=O)n3ccccc3nc2n1Cc1ccccc1
  -2% | -2% | 22%
CNC(=O)N(O)C1N(/N=C/c2ccc(C)cc2)C(=S)SC1(C)C (stereo not given)
  14% | -17% | -3%
O=C1/C(=C/c2cccnc2)SC(=S)N1c1ccccc1
  -5% | -4% | -2%
CCCSc1cc(N2CCOCC2)nc(-c2ccccc2Cl)n1
  11% | -10% | .
N#CCOc1ccccc1P(=O)(c1ccccc1)c1ccccc1
  15% | 5% | -1%
CCCCn1c(N)c(N(CCOC)C(=O)c2cc(-c3ccncc3)nc3ccccc23)c(=O)[nH]c1=O
  3% | 0% | 0%
O=C(NCC(=O)N(c1ccccc1)C(C(=O)NC1CCCCC1)c1cccnc1)c1cccs1 (stereo not given)
  -3% | 1% | ?
O=C(OCC(=O)N1CCCC1)c1ccco1
  19% | 0% | -4%
COc1ccccc1NS(=O)(=O)c1cccc(C(=O)N/N=C(\C)c2ccc(-n3ccnc3)cc2)c1
  0% | 1% | -2%
C=CCNC(=S)Nc1ccc2cn[nH]c2c1
  0% | 0% | 5%
O=C(NCc1cccnc1)c1cccc(S(=O)(=O)Nc2ccc(F)cc2)c1
  -1% | -4% | 1%
O=C(NCCc1ccccc1)C(c1cccs1)N(C(=O)CCl)c1ccc(Cl)cc1 (stereo not given)
  2% | -7% | 2%
CC1=C(c2ccc(C)c(C)c2)S(=O)(=O)NC1=NCc1ccccc1Cl
  1% | -4% | .
C#Cc1ccc([C@@H]2C=C(C(=O)NC3CC3)O[C@H](OCC)[C@H]2CCCO)cc1
  23% | -8% | -3%
O=C(N=Nc1c(O)[nH]c2ccc(Br)cc12)c1ccccc1-n1cccc1
  -9% | -6% | 15%
CN(C)CCN(Cc1cc2cc3c(cc2[nH]c1=O)OCCO3)C(=S)NCC1CCCO1 (stereo not given)
  0% | 0% | -12%
O=C(Nc1cccc(F)c1)Nc1c[nH]c(=O)[nH]c1=O
  -6% | -7% | -10%
COc1ccc(CN2CCNC(=O)C2CC(=O)NCCSc2nccn2C)c(OC)c1 (stereo not given)
  11% | -4% | -3%
CCOC(=O)C1CCCN(S(=O)(=O)c2ccc(N3CCCCS3(=O)=O)cc2)C1 (stereo not given)
  24% | 4% | .
COc1ccccc1CNC(=O)CC(c1ccc(OC)c(OC)c1)N1Cc2ccccc2C1=O (stereo not given)
  -5% | -1% | .
CCOC(=O)c1c(NC(=O)Cc2cccs2)sc(C)c1C
  -10% | -22% | ?
CCN1CCN(Cc2ccc(NC(=O)c3ccc(C)c(NC(=O)C[C@@H]4NC(=O)[C@H](Cc5ccccc5)NC4=O)c3)cc2C(F)(F)F)CC1
  2% | -3% | -8%
Cc1cccc(NC(=O)CN(C)S(=O)(=O)c2cccs2)c1
  -9% | -2% | 3%
CCCC(=O)N1CC(=O)Nc2ccc(C)cc2C1c1ccc(F)cc1 (stereo not given)
  2% | -8% | -6%
COc1cccc(OCC(O)CN2CCN(CCO)CC2)c1 (stereo not given)
  6% | 0% | -3%
CCCOc1ccc(Oc2nc(-c3ccncc3)nc3ccccc23)cc1
  -6% | -11% | 4%
CO/C([O-])=N/c1c[n+](-c2ccc(C)cc2)no1
  2% | 2% | 4%
COc1ccc(CCNc2nc3ccccc3n3nnnc23)cc1OC
  16% | -15% | 4%
CCc1cc2cc3c(cc2nc1SCC(=O)Nc1nnc(C)s1)OCCO3
  0% | -6% | 7%
CCC(c1nnnn1Cc1ccco1)N(CCc1ccccc1)Cc1cc2ccc(OC)cc2[nH]c1=O (stereo not given)
  6% | -12% | 7%
COC(=O)CSc1nnc(CSc2nc(C)cc(C)n2)n1Cc1ccco1
  -6% | -23% | 2%
Cc1ccc(S(=O)(=O)N(C)C(=O)NC(=O)NS(=O)(=O)c2ccccc2)cc1
  -8% | -5% | 5%
CC(NC(=O)c1ccccc1)c1nnc(SCC(=O)NC2CCCC2)n1C (stereo not given)
  -13% | -3% | 0%
O=c1c2[nH]c3ccccc3c2ncn1CCC1=CCCCC1
  5% | -10% | -7%
CCCCN(CC)Cc1ccc(CNC(=S)Nc2c(C)cc(C)cc2C)o1
  -2% | -4% | -8%
O=C(O)c1ccc(CN(Cc2ccccc2)S(=O)(=O)c2ccc(Cl)cc2)cc1
  -9% | -2% | -4%
Cc1ccc(C(=O)NNC(=O)CCN2C(=O)C3CCCCC3C2=O)cc1 (stereo not given)
  -7% | 0% | 2%
COc1cc2cc(CN(Cc3cccs3)C(=S)Nc3cccc(C)c3)c(=O)[nH]c2cc1OC
  . | -7% | 7%

7 compounds picked at random from the list so far:
Results follow in this order: FEN1 inh | KAT2A inh | N370S GC mod
O=C(O)c1ccc(CN(Cc2ccccc2)S(=O)(=O)c2ccc(Cl)cc2)cc1
  -9% | -2% | -4%
CCc1cc2cc3c(cc2nc1SCC(=O)Nc1nnc(C)s1)OCCO3
  0% | -6% | 7%
O=c1c2[nH]c3ccccc3c2ncn1CCC1=CCCCC1
  5% | -10% | -7%
CC(NC(=O)c1ccccc1)c1nnc(SCC(=O)NC2CCCC2)n1C (stereo not given)
  -13% | -3% | 0%
Cc1ccc(C(=O)NNC(=O)CCN2C(=O)C3CCCCC3C2=O)cc1 (stereo not given)
  -7% | 0% | 2%
COC(=O)CSc1nnc(CSc2nc(C)cc(C)n2)n1Cc1ccco1
  -6% | -23% | 2%
COc1cc2cc(CN(Cc3cccs3)C(=S)Nc3cccc(C)c3)c(=O)[nH]c2cc1OC
  . | -7% | 7%

Next section
Results follow in this order: FEN1 inh | KAT2A inh | N370S GC mod
Cc1ccc(-n2nc(C)c3c(C)cc(=O)n(CC(=O)Nc4cccc(C)c4C)c32)cc1
  2% | -3% | .
Cc1[nH]c(C)c(S(=O)(=O)Nc2cccc(Cl)c2C)c1C(=O)N1CCCCC1
  -5% | -6% | -8%
CN1CCN(S(=O)(=O)c2ccc(Oc3ccc(F)c(Cl)c3)nc2)CC1
  -7% | -2% | -3%
CCN1CCN(C(c2cc3cc4c(cc3[nH]c2=O)OCO4)c2nnnn2C(C)(C)CC)CC1 (stereo not given)
  -7% | -6% | ?
c1ccc(-n2ncc3c2ncn2c(C4CCCCC4)nnc32)cc1
  . | 0% | 7%
Oc1c(C(c2ccc(Cl)cc2Cl)N2CCN(Cc3ccccc3)CC2)sc2nc(-c3ccco3)nn12 (stereo not given)
  -7% | -24% | .
COc1cccc(/C=c2/s/c(=C(\C#N)C(=O)N3CCOCC3)n(-c3ccccc3)c2=O)c1
  -6% | -7% | 5%
COc1cc(C(=O)NCC(=O)N/N=C(C)\C=C\c2ccccc2)cc(OC)c1OC
  -2% | -2% | -16%
CCc1ccccc1N1CC(c2nc3ccccc3n2CCOc2ccc(Cl)c(C)c2)CC1=O (stereo not given)
  -6% | -20% | .
Cc1nn(C(=O)c2ccc(Br)cc2)c(C)c1Sc1ccccc1
  13% | -6% | .
O=C1Nc2ccccc2C(O)(C(=O)NCc2ccc3c(c2)OCO3)N1c1ccccc1 (stereo not given)
  -1% | -3% | 0%
CCCCN(CCCC)C(=O)C1(P(=O)(c2ccccc2)c2ccccc2)CCC1
  -4% | -8% | 10%
CC1(C)CC(=O)c2c(O)cc(OCC(=O)N3CCN(c4ccccc4)CC3)cc2O1
  0% | -8% | -6%
Cc1ccc(C(=O)NCCc2nnc(SCC(=O)Nc3nc(-c4ccccc4)cs3)n2C)cc1
  13% | -1% | 5%
COc1ccc(CC(C#N)(CO)c2nc3ccccc3[nH]2)cc1 (stereo not given)
  -4% | 31%[activator] | 4%
O=C(CCC(=O)c1ccccc1)NC1CCCN(Cc2ccccc2F)C1 (stereo not given)
  -5% | -17% | -3%
COc1cc(C(=O)NC2=NCCS2)cc(OC)c1OC
  -2% | -3% | -20%
O=C(C[n+]1cc(-c2ccc(F)cc2)n2c1CCC2)c1cccs1
  -2% | 1% | -1%
Cn1c(NC(=O)c2cccs2)cc(=O)n(C)c1=O
  4% | -9% | -3%
COc1ccccc1CNc1nc(C)c(C(=O)N(C)C)s1
  12% | -13% | 1%
COc1cc2c(=O)n(CCc3ccccc3)c(=O)n(CC(=O)Nc3ccccc3)c2cc1OC
  8% | -16% | .
O=C(Nc1ccccc1)OCCNC(=O)c1ccccc1
  -3% | -4% | 16%
Cc1ccc2nc(C(C)O)[nH]c2c1 (stereo not given)
  -12% | -9% | 2%
COc1ccc(NC(=O)CCCC2CCCCC2)cc1S(=O)(=O)N1CCCCC1
  -9% | -8% | -1%
Cc1cnc(NC(=O)COc2ccccc2)s1
  3% | -7% | -4%
CCOC(=O)/C(C#N)=C\C1=C(N2CCCC2)CC(C)(CC)OC1 (stereo not given)
  7% | -1% | 15%
CCOC(=O)Cc1csc(Nc2ccc(Cl)cc2)n1
  -14% | 2% | 13%
COc1cccc(CN(C(=O)c2cc3ccccc3oc2=O)C2CCS(=O)(=O)C2)c1 (stereo not given)
  -1% | -1% | 2%
Cc1ccc(C)c(NC(=S)NCC(c2ccccc2)N(C)C)c1 (stereo not given)
  3% | -4% | -4%
COc1ccc(CC(=O)n2nc(-c3ccccc3)nc2NCc2ccco2)cc1
  -18% | -2% | -10%
O=C(c1ccco1)N1CCN(CCCCN2C(=O)c3ccccc3C2=O)CC1
  ? | ? | -15%
C#CCNC(=O)C1=C[C@H](C2CCCCC2)C[C@H](OCc2ccc(CO)cc2)O1
  -22% | -6% | 25%
C=CCn1c(SCc2c(C)noc2C)nnc1C1COc2ccccc2O1 (stereo not given)
  -20% | -12% | 27%
CN=c1scc(-c2ccccc2Br)n1/N=C/c1ccc[nH]1
  . | -8% | 9%
Cc1ccc(C)c(C(=O)CSc2n[nH]c(C(C)C)n2)c1
  16% | -6% | ?

Compound activity (PubChem BioAssay)

These rows are one share of the data, so the mix of outcomes need not match the whole.
